V-ATPase pH: regulators of yeast V-ATPase proton pumping, primary screen, pHLuorin cytosolic pH fluorescence; S. cerevisiae; response, % at 10 µM; 350,000 tested, 0.37% active; in the data active = response mostly above about 7.3%, no sharp cut-off; inactive = mostly below about 5.4%; note: actives read high; inactives centre near 0; some compounds called inactive have numbers as strong as hits; reference of the scale not given here
Wnt bcat act: Wnt/beta-catenin pathway activators, primary screen, cell-based, plate reader, single point. AID 743398, 2014. Wnt/beta-catenin reporter cell assay, activator. 300,000 tested, 1.2% active. activation, % at 9.35 µM; in the data active = activation above about 30%, passing the limit was not always enough; inconclusive = no clear call, values can overlap the other calls;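 note: 0% = neutral control wells and 100% = positive control wells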
Active calls of the source: *; u = inconclusive; x = no result given. A portion of the library. The share of hits here may be higher or lower than overall.

SMILES | V-ATPase pH | Wnt bcat act
COC(=O)C[C@@H]1C[C@H]2c3cc(N(C)C)ccc3O[C@H]2[C@H](CO)O1 | -4 | x
COc1ccc(NC(=O)CN2c3cccc4cccc(c34)S2(=O)=O)cc1OC | 1 | x
CC1(c2cccc(Br)c2)NC(=O)N(CC(=O)NCCC2=CCCCC2)C1=O (stereo not given) | -1 | x
O=C(COC(=O)CN1C(=O)C2CC=CCC2C1=O)Nc1cccc([N+](=O)[O-])c1 (stereo not given) | 0 | x
CC1(C)CC(=Cc2cc(O)ccc2[N+](=O)[O-])C(=O)c2ccccc21 | -2 | x
COc1ccc2nc(C)cc(Nc3ccccc3OC)c2c1 | -2 | x
CCOC(=O)c1c(C)[nH]c(C)c1C(=O)COC(=O)c1nn(CC)c(=O)c2ccccc12 | -1 | x
Cc1cc(C)c(S(=O)(=O)N2CCOC23CCN(S(C)(=O)=O)CC3)c(C)c1 | -2 | x
CC(=O)n1cc(N(C(=O)CCl)c2ccc(Cl)cc2)c2ccccc21 | 1 | x
CCCc1cc(CN(C)C(=O)c2ccc(OC3CCN(C(C)=O)CC3)c(OC)c2)[nH]n1 | 2 | x
CCN1CCN(CCNC(=O)c2ccc3c(c2)NC(=O)/C(=C\c2cccc(Cl)c2)S3)CC1 | 0 | x
CCOc1ccc(CNC(=O)C2CCCN(S(=O)(=O)N3CCC(C)CC3)C2)cc1OC (stereo not given) | -1 | x
O=C1c2cccc3cccc(c23)C(=O)N1CCO | 1 | x
CCc1noc(C)c1C(=O)NCCN1C(=O)S/C(=C\c2ccccc2F)C1=O | -1 | x
CC(C)N=C1CCCC1C(=S)SSC(=S)C1CCCC1=NC(C)C (stereo not given) | -5 | x

Ordered by molecular weight (rising): part of the list above
SMILES | V-ATPase pH | Wnt bcat act
O=C1c2cccc3cccc(c23)C(=O)N1CCO | 1 | x
CC1(c2cccc(Br)c2)NC(=O)N(CC(=O)NCCC2=CCCCC2)C1=O (stereo not given) | -1 | x
CCOc1ccc(CNC(=O)C2CCCN(S(=O)(=O)N3CCC(C)CC3)C2)cc1OC (stereo not given) | -1 | x

Remaining list, next part
SMILES | V-ATPase pH | Wnt bcat act
Cc1cc(OCc2cc(C(=O)NC(C)c3cnn(C)c3)no2)cc(C)c1Cl (stereo not given) | 3 | x
O=C(Nc1ccccn1)C(c1ccccc1)c1ccccc1 | -1 | x
O=C(CSc1ccc2nnc(-c3cccnc3)n2n1)Nc1ccccc1F | 2 | x
O=C(CCNC(=O)N1CC(=O)Nc2ccccc21)NCc1cccc(C(F)(F)F)c1 | 3 | x
O=C(COC(=O)CN1C(=O)c2ccccc2C1=O)Nc1ccccc1C(F)(F)F | -5 | x
Cc1ccccc1-n1nc2c(c1NC(=O)C1CC1)CS(=O)(=O)C2 | -2 | x
COc1cc(C(=O)NC(CCSC)C(=O)Nc2ccc(N3CCOCC3)cc2)cc(OC)c1OC (stereo not given) | 0 | x
Cc1cc2c(cc1C)N(C(=O)CCl)CC(=O)N2 | -2 | x
CC1(C(=O)NS(=O)(=O)c2ccc(Cl)s2)CCN1C(=O)c1ccc(C2CCCCC2)cc1 (stereo not given) | x | 4
O=C(NCc1ccncc1)c1ccc(-c2ccc(F)c(F)c2)c2ccoc12 | x | -11
CCc1nc2c(OCc3ccccc3)cccn2c1N(C)C(C)=O | x | -2
CCCS(=O)(=O)NC(=O)C1(C)CCCN(C(=O)c2ccccc2Br)C1 (stereo not given) | x | -1
CC(C)CNC(=O)c1cccc2c(-c3ccc(F)c(F)c3)coc12 | x | -4
NC(Cc1ccc(Cl)cc1)c1csc(NC(=O)NCCc2ccccc2)n1 (stereo not given) | x | -3
CC(C)N1C(=O)NC2NC(=O)N(C(C)C)C21 (stereo not given) | x | 0
O=C(NCc1ccc(F)cc1)c1cc(C2CCCCN2C(=O)CCCc2ccccc2)on1 (stereo not given) | x | -7
CCNC(=O)C1(C)CCN(C(=O)c2cccc3ccccc23)C1 (stereo not given) | x | -2
O=C(NCc1ccccc1)C(c1ccc(C(F)(F)F)cc1)N1CCN(CCN2CCOCC2)CC1 (stereo not given) | x | -2
CSc1ccc(Cn2c(C)c(C(=O)NCc3ccc(F)cc3)sc2=O)cc1 | x | -5
Cc1cnc(-c2nc3ccccc3n2C(C(=O)NC(C)(C)C)c2ccncc2)cn1 (stereo not given) | x | 29
Cc1cccc(S(=O)(=O)NC(=O)C2(C)CCN2C(=O)Cc2ccc(C(C)(C)C)cc2)c1 (stereo not given) | x | -1
CC(=O)Nc1ccc(-c2ccnc3c2CC(C(=O)NC(C)C)O3)cc1 (stereo not given) | x | -1
CCNC(=O)C1(C)CCCN(Cc2cccc3c2OCCO3)C1 (stereo not given) | x | 0
Cc1ccc(S(=O)(=O)N2C[C@H]3C(=O)C[C@@H](c4ccccc4)N(S(=O)(=O)c4ccc(C)cc4)[C@H]3C[C@H]2c2ccccc2Cl)cc1 | x | -3
C=C1C(=O)[C@]23C[C@H]1CC[C@H]2[C@]1(C)[C@@H](OC(C)=O)CC[C@@](C)(C(=O)OC)[C@H]1C[C@@H]3OC(C)=O | x | -4
CC(C)(C)C(C(=O)NCc1ccccc1)N1CCN(CCN2CCOCC2)CC1 (stereo not given) | x | -3
CCCCn1nnnc1C(c1cc2ccccc2o1)N1CCN(CC(=O)NC(C)C)CC1 (stereo not given) | x | -1
O=C(c1cc(COc2c(F)cccc2F)on1)N1CC[C@@H]2CCCC[C@H]2C1 | x | 3
O=C(Nc1cc2c(cc1[N+](=O)[O-])OCCO2)c1cccnc1 | x | -4
O=C(CCNS(=O)(=O)c1ccc(F)cc1)N1CCN(c2ncccn2)CC1 | x | -2
O=C(NCCN1CCOCC1)c1cc(Sc2ccccc2Cl)nc2ccccc12 | x | -3
CCc1nc2ccc(C(=O)NCCN3CCOCC3)cn2c1N(CCC(C)C)CCN(C)C | x | -1
O=C1CCCC2=C1C1(CCCC1)N=C(Nc1nc3cc(-c4ccccc4)ccc3o1)N2 | x | 0
CC(C)(C)n1nnnc1C(CCc1ccccc1)N1CCN(C/C=C/c2ccccc2)CC1 (stereo not given) | x | -1
NC(c1csc(NC(=O)Nc2ccccc2)n1)C1CCCCC1 (stereo not given) | x | -1
CC1(C(=O)Nc2ccc3c(c2)OCCO3)CSCC(=O)N1C1CCN(Cc2ccccc2)CC1 (stereo not given) | x | 1
CCCS(=O)(=O)NC(=O)C1(C)CCCN(C(=O)CCc2cccs2)C1 (stereo not given) | x | -4
CC(=O)Nc1ccc(CN2CCC(N3CCC(C(=O)NC4CC4)CC3)CC2)cc1 | x | -2
COCCCNc1ccn2nc(-c3ccc(OCc4ccccc4)cc3)cc2n1 | x | 1
COC(=O)C1=C(C)N(Cc2ccc(Br)cc2)C(=S)NC1c1cccc(Br)c1 (stereo not given) | x | -4
Cc1cccnc1C(NC(=O)C1CCN(CCOc2ccc(F)cc2)CC1)c1ccc(Cl)cc1 (stereo not given) | x | -4
COc1ccc(CNC(=O)C2(C)Cc3c(-c4ccc5c(c4)OCO5)ccnc3O2)cc1OC (stereo not given) | x | -3
CCCNC(=O)c1cc(C2CCCCN2S(=O)(=O)Cc2cccc(C(F)(F)F)c2)on1 (stereo not given) | x | -4
CCOC(=O)[C@]12CCCC=C1N(Cc1ccc3c(c1)OCO3)C(=O)[C@H](CC(=O)NCCc1ccccc1OC)C2 | x | -1
COC(=O)C[C@H]1CC[C@@H](NC(=O)Nc2cccc(OC)c2)[C@@H](CO)O1 | x | -1
COc1cccc(C(C)(O)c2nc(-c3ccc(OC)c(OC)c3)cs2)c1 (stereo not given) | x | 1
Cn1c(=O)c(Nc2ccc(Cl)cc2)c2c3c(cccc31)C(=O)c1ccccc1-2 | x | -1
O=C(O)c1[nH]c(-c2ccccc2)c2c1C(=O)N(C1CC1)C2=O | x | -2
CCCCC(=O)N(C)c1c(CC)nc2c(OCC(=O)c3ccc(F)cc3)cccn12 | x | -6
CCCc1cc(NCCOCCO)n2c(nc3ccccc32)c1C#N | x | 0
CC1=C(C(=O)N(C(C)C)C(C)C)CC(CC(=O)NCCCCc2ccccc2)C(=O)N1Cc1ccc(F)cc1 (stereo not given) | x | -2
Cc1ccc2nc3n(c(=O)c2c1)-c1ccccc1C(=O)NC3Cc1ccc(O)cc1 (stereo not given) | x | -3
CCCCCCCCN1C(=O)[C@@H](CC(=O)NCCCN2CCCC2=O)C[C@@]2(C(=O)OC)C1=C[C@H](C1CCCC1)O[C@@H]2C | x | -4
Cc1ccc(Cl)cc1-c1cc(C(=O)NCc2ccccc2)[nH]n1 | x | -4
Nc1ncnc2c1ncn2[C@@H]1O[C@H](C(=O)NCC(F)(F)F)[C@@H](O)[C@H]1O | x | -1
CC(C)C(C(=O)NCc1ccccc1)N(C)Cc1ccc(Cl)c(Cl)c1 (stereo not given) | x | -3
COCCNC(=S)N1C[C@H]2CON(C)[C@H]2C[C@H]1c1ccccc1Br | x | -4
COc1ccc(C(O)c2nc(-c3cnn(C)c3)cs2)cc1 (stereo not given) | x | -3
CCN(CC)c1cc2c(c3c1ccn3C)C1CCC2O1 (stereo not given) | x | -2
CC(C)Nc1ncnc2c1ncn2[C@H]1CN(Cc2ccco2)C[C@@H](CO)O1 | x | -7
Following part.
SMILES | V-ATPase pH | Wnt bcat act
CCCCOCCCNC(=O)C[C@@H]1C[C@@]2(C(=O)OCC)CCCC=C2N(CCc2ccc(OC)c(OC)c2)C1=O | x | -2
COc1ccc2oc(-c3ccccc3)cc(=O)c2c1 | x | 0
COc1ccc(Cc2nc3ccc(C(=O)NCCc4ncccc4C)cc3o2)cc1OC | x | -1
COC(=O)C1=C(C)N(Cc2ccc(C(F)(F)F)cc2)C(=NCc2ccccc2C(F)(F)F)NC1c1ccc(F)cc1 (stereo not given) | x | -30
COC(=O)C1(C(=O)OC)C[C@H](c2ccc(OC)cc2)N(Cc2ccccc2OC)[C@@H]1c1ccccc1 | x | -1
Cc1nnc2nc(N)[nH]n2c1=O | x | 0
COc1ccc(NC(=O)C2Cc3c(-c4cccc(NC(C)=O)c4)ccnc3O2)cc1 (stereo not given) | x | -1
NC(COCc1ccccc1)c1csc(NC(=O)Nc2cccc(C(F)(F)F)c2)n1 (stereo not given) | x | -2
COc1cc(-c2cc3nc(NCCc4ccc(S(N)(=O)=O)cc4)ccn3n2)cc(OC)c1OC | x | -2
CCC(=O)N1Cc2cc(C(=O)NCc3cccc(F)c3)nc(-c3cccc(C4=CCCC4)c3)c2[C@H]1CCO | x | 0
COc1ccc2c(c1)[C@@]1(OCCC=C[C@H]1C)C(=O)N2CC1CC1 | x | -1
COc1cccc(C(NC(C)=O)c2nc(-c3ccc4ccccc4c3)cs2)c1 (stereo not given) | x | 0
COc1ccc(CN2C[C@@H](CO)O[C@@H](n3cnc4c(N5CCN(c6ccccc6)CC5)ncnc43)C2)cc1 | x | 0
CC1(Cc2cccc(C(F)(F)F)c2)C(=O)Nc2c(Cl)ccc(Cl)c21 (stereo not given) | x | -2
NC(=O)c1ccc(NC(=O)COC(=O)C23CC4CC(CC(C4)C2)C3)cc1 | x | -2
COCCCN1C(=O)C(CC(=O)NCCN2CCOCC2)CC(C(=O)N(C)C)=C1C (stereo not given) | x | -3
CCC(C)CN1C(=O)CSCC1(C)C(=O)Nc1ccc2c(c1)OCCO2 (stereo not given) | x | -1
Cc1nc(C(=O)N2CCC(C)(C(=O)NS(=O)(=O)C3CC3)C2)c(C)o1 (stereo not given) | x | -3
CCOC(=O)C1=CCN(S(=O)(=O)c2ccccc2C)C1c1ccc(Br)cc1 (stereo not given) | x | -1
Cc1ccccc1S(=O)(=O)NC(=O)C1(C)CCN1C(=O)C1(c2ccc(Cl)cc2)CCC1 (stereo not given) | x | 0
CC(C)(C)c1cccc(N/C(=C\C(=O)c2ccccc2)c2ccccc2)c1 | x | u
C#CCNC(=O)C[C@H]1C[C@@]2(C(=O)OC)C(=C[C@H](C3CCCC3)O[C@@H]2C)N(Cc2ccccc2)C1=O | x | -1
C[C@H](CO)N1C[C@H](C)[C@H](CN(C)C(=O)Nc2ccc(N3CCCCC3)cc2)OCc2cnnn2CCCC1=O | x | -2
COC(=O)c1cc(S(=O)(=O)Nc2cccc(-c3ccno3)c2)c[nH]1 | x | 1
FC(F)(F)c1cccc(-c2cc3nc(NCCOc4ccccc4)ccn3n2)c1 | x | 6
CSCC[C@H](CO)NC(=O)[C@H]1O[C@@H](n2cnc3c(N)ncnc32)[C@H](O)[C@@H]1O | x | -1
Cn1c(=O)c2cc(NC(=O)CC(C)(C)C)ccc2n1-c1ccccc1F | x | -1
CN1C(=O)[C@@]2(C3=C(CCCC3=O)OC3=C2C(=O)OC2(CCCCC2)C3)c2ccccc21 | x | -1
O=C1NCCN1CCNc1nc(NCc2ccccc2)nc2ccsc12 | x | 0
Nc1nc2c(C(=O)N3CCCC3)nnn2c2ccccc12 | x | 24

Molecules above with a tert-butyl group (6):
SMILES | V-ATPase pH | Wnt bcat act
Cc1cnc(-c2nc3ccccc3n2C(C(=O)NC(C)(C)C)c2ccncc2)cn1 (stereo not given) | x | 29
Cc1cccc(S(=O)(=O)NC(=O)C2(C)CCN2C(=O)Cc2ccc(C(C)(C)C)cc2)c1 (stereo not given) | x | -1
CC(C)(C)C(C(=O)NCc1ccccc1)N1CCN(CCN2CCOCC2)CC1 (stereo not given) | x | -3
CC(C)(C)n1nnnc1C(CCc1ccccc1)N1CCN(C/C=C/c2ccccc2)CC1 (stereo not given) | x | -1
CC(C)(C)c1cccc(N/C(=C\C(=O)c2ccccc2)c2ccccc2)c1 | x | u
Cn1c(=O)c2cc(NC(=O)CC(C)(C)C)ccc2n1-c1ccccc1F | x | -1

More compounds
SMILES | V-ATPase pH | Wnt bcat act
COc1ccc(NC(=O)C2Cc3c(-c4cccc(C(N)=O)c4)ccnc3O2)cc1OC (stereo not given) | x | -6
Nc1sc(-c2ccccc2)cc1C(=O)N1CCN(c2ccccc2)CC1 | x | -1
CCc1nc2ccc(C(=O)NCc3ccc4c(c3)OCO4)cn2c1N(C)C(=O)Cc1ccccc1 | x | -3
CN1C[C@@H](CO)O[C@@H](n2cnc3c(N4CCOCC4)ncnc32)C1 | x | -1

Screens (PubChem BioAssay)
